High-throughput results deposited in PubChem BioAssay by several laboratories.
NPY Y1 blocker = blocks the human neuropeptide Y Y1 receptor; P25929; HEK293-CNG Y1 cells, membrane potential fluorescence; NPY at EC95, then isoproterenol; inhibition, % at 3.6 µM; 1% of 200,000 active;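 active = inhibition above the campaign mean inhibition of all tested compounds plus 3 SD, cut at about 20% in these data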;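 also: 0% = DMSO wells given NPY plus isoproterenol and 100% = isoproterenol alone without NPY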
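Assay system: HEK293 Y1/CNG channel cell line; Doses: single compound dose of 3.6 µM, 0.4% DMSO; Timing: dye 3 h, compound 60 min room temperature, stimulation 45 min; Technique: Membrane-potential fluorescent dye readout; Measure: % inhibition of NPY effect.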
eIF4E 4G PPI = eIF4E/eIF4G interaction inhibition in translation initiation. P63073+Q04637. inhibition, % at 21.7 µM. TR-FRET eIF4E-eIF4GI(517-606) binding, 2 h. 0.37% of 220,000 active;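 active = inhibition above about 30%, limit read from the data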;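 also: 0% = full FRET control wells and 100% = background wells lacking eIF4GI fragment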
EP2 modulator = modulates human prostaglandin E2 receptor EP2 signaling; P43116; EP2-expressing cells, cAMP HTRF FRET, PGE2 co-stimulation; induction, % at 25 µM; 0.83% of 260,000 active; AID 940;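 active = compounds whose cAMP rise, as percent of the full-agonist control response, exceeds 60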;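 also: rat C6 glioma line stably carrying human EP2 under a CMV promoter; the protocol text gives 20 µM as final concentration; 100% = response of wells given 1 µM PGE2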
Target sequence (P43116 whole entry, looked up): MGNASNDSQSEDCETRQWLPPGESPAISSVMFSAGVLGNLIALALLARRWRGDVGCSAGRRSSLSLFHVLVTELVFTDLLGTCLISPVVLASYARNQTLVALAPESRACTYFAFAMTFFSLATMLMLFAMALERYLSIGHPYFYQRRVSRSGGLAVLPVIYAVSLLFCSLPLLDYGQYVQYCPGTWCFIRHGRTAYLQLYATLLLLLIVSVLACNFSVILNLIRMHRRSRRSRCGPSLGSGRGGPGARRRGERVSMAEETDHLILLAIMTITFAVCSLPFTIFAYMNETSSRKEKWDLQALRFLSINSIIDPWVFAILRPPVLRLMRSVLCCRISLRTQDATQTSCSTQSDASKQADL
NPY1 pot ag = potentiators or agonists of human neuropeptide Y receptor Y1; P25929; NPY-Y1 expressing cells, potentiator/agonist activation; activation, % at 3.6 µM; 0.37% of 220,000 active; in the data active = activation above about 33%, passing the limit was not always enough;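 also: cells stimulated with NPY at EC10 then isoproterenol at EC100; 0% = low agonist plus stimulus and 100% = saturating agonist plus stimulus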
S1P4 antag = antagonists of human S1P4 receptor; S1P4-expressing cells, antagonist mode, reporter read-out; 0.26% of 220,000 active; inhibition, % at 4.98 µM; O95977; in the data active = inhibition above about 29%;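 also: 0% = wells stimulated with agonist and 100% = vehicle wells without agonist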
Target sequence (O95977 whole entry, looked up): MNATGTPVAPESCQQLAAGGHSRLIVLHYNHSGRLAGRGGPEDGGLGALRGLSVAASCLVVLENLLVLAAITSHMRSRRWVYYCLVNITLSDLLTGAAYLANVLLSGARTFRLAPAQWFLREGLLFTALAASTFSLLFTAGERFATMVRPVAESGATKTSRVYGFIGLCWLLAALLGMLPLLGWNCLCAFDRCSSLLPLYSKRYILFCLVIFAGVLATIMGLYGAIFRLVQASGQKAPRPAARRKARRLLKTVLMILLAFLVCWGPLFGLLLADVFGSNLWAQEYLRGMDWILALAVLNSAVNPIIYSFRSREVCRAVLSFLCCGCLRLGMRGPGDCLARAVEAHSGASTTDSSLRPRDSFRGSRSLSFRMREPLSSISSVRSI
S1P4 agonist = agonists of human S1P4 receptor | O95977 | S1P4-expressing cell line, agonist reporter assay | activation, % at 4.98 µM | 0.35% of 220,000 active | AID 1509; in the data active = activation above about 11%;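 also: 0% = DMSO vehicle and 100% = reference agonist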
PGE2 EP2 inh = blocks the human prostaglandin E2 receptor EP2. 0.52% of 260,000 active. P43116. C6 glioma cells expressing human EP2, cAMP TR-FRET; cells stimulated with saturating PGE2. inhibition, % at 25 µM. AID 1422;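 active = percent inhibition above 40 after rounding to a whole number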;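 also: rat C6 glioma host cells with rolipram phosphodiesterase inhibitor present; the protocol text gives 20 µM as final concentration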
NPY-Y2 PAM-ag = potentiates or activates human NPY-Y2 receptor; 0.45% of 220,000 active; P49146; AID 1359; cells expressing NPY-Y2, potentiator/agonist read-out; activation, % at 3.6 µM; in the data active = activation above about 27%;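 also: cells stimulated with NPY near EC25 plus isoproterenol at EC100; 0% = vehicle plus submaximal agonist and 100% = vehicle plus saturating agonist; some results beyond the cut were filed as inactive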
p97 inhibitor = blocks human p97 ATPase activity | P55072 | recombinant p97 ATPase, Kinase-Glo ATP luminescence, 3 h | 0.42% of 220,000 active | inhibition, % at 8 µM; in the data active = inhibition above about 15%;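 also: 0% = DMSO vehicle and 100% = wells lacking enzyme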
An asterisk follows results filed as active; / = not tested or not shown; & = joins results of further samples; [ ] = remark or other dose.

Values run as follows: NPY Y1 blocker, eIF4E 4G PPI, EP2 modulator, NPY1 pot ag, S1P4 antag, S1P4 agonist, PGE2 EP2 inh, NPY-Y2 PAM-ag, p97 inhibitor
- O=C(CN1C(=O)NC(Cc2ccccc2)C1=O)Nc1ccccc1 (configuration not stated)
 : 5, -17, -6, -5, -20, -0.7, -4, 11, 3
- CC1CCCC(C)N1/N=C/C=C/c1ccccc1[N+](=O)[O-] (configuration not stated)
 : 7, 0, 2, 19, -24, 0.6, 3, 9, 5
- CNC(=O)CN(c1ccc(F)cc1)S(=O)(=O)c1cc(C)ccc1OC
 : -4, -1, -10, -5, -20, 2.2, 3, 1, 6
- O=C(Nc1cccc(Br)c1)c1ccccc1-c1ccccc1
 : 12, -1, -1, -2, 3, 1.0, 4, -3, 7
- N#CC1=C(SCC(=O)Nc2ccccc2)NC(=O)CC1c1ccco1 (configuration not stated)
 : -5, -2[fluorescence artefact?], -2, -7, 8, 2.3, 13, -9, -5
- CC(=O)N(CN1C(=O)CCC1=O)c1ccc(Cl)c(Cl)c1
 : 3, -3, -1, -2, -2, 1.4, 4, 8, 6
- COCCCNC(=S)N/N=C/c1ccc2c(c1)OCO2
 : /, -6, -35, -7, 5, 4.0, 19, 4, 2
- O=c1ccnc(SCCC(F)=C(F)F)[nH]1
 : -1, 1, 6, 1, -5, 1.9, 3, 9, 2
- COc1ccc(-c2noc(CSc3nc(N)c(-c4ccccc4)c(=O)[nH]3)n2)cc1OC
 : 7, 46*[fluorescence artefact?], -1, -9, -20, 1.3, -1, 5, 2
- C=CCNC(=S)NC(=O)c1oc2ccccc2c1C
 : 12, -2, 8, -25, -13, -1.6, 0, -16, -5
- COc1ccc(C(=O)NNC(=O)c2ccccc2[N+](=O)[O-])cc1Br
 : 7, -19, -9, 13, -13, 1.7, 5, -3, -3
- Cc1ccc2cccc(OCC(=O)c3cc(C)n(Cc4ccco4)c3C)c2n1
 : -3, 2, -87, -13, 0, -3.4, 8, -7, 8
- O=C(Cc1nc2ccccc2s1)c1ccc(O)cc1O
 : -2, 10, -2, 2, -12, -0.3, 9, 14, 7
- CC(=O)Oc1ccc2c(=O)c(Oc3ccccc3)coc2c1OC(C)=O
 : 1, 11, 15, -2, -12, -1.1, 10, 3, 1
- O=C(Nc1ccccc1N1CCCCC1)c1ncoc1-c1cccc(F)c1
 : /, -13, 43, -26, 7, 0.8, 4, -66, 5
- COc1cc(OC)cc(-n2nnnc2SCC(=O)Nc2ccc(C(C)=O)cc2)c1
 : 1, -37, -10, -5, -7, -0.5, 16, -14, 2
- COC(=O)Cn1c2c(c3cc(C)ccc31)CCCC2NC(C)c1ccccc1 (configuration not stated)
 : /, 6, 18, -12, 17, 1.1, 8, -27, -4
- CCOC(=O)c1sc(NC(=S)NC(=O)c2ccco2)nc1C
 : 2, 2[fluorescence artefact?], 15, 10, -1, 34*, 7, 11, 8
- Cn1c(=O)n(CC(=O)NC2CCCCC2)c(=O)c2ccccc21
 : 0, -4, 10, -8, -24, 2.5, 13, 6, 5
- O=C(CN1C(=O)COc2ccccc21)N(Cc1ccc2c(c1)OCO2)CC1CCCO1 (configuration not stated)
 : 1, 15, 27&5, 5, -17, 0.2, 4&7, -17, -2

At a glance, part of the list above.
Values run as follows: NPY Y1 blocker, eIF4E 4G PPI, EP2 modulator, NPY1 pot ag, S1P4 antag, S1P4 agonist, PGE2 EP2 inh, NPY-Y2 PAM-ag, p97 inhibitor
- O=C(Cc1nc2ccccc2s1)c1ccc(O)cc1O
 : -2, 10, -2, 2, -12, -0.3, 9, 14, 7
- CC(=O)Oc1ccc2c(=O)c(Oc3ccccc3)coc2c1OC(C)=O
 : 1, 11, 15, -2, -12, -1.1, 10, 3, 1
- O=C(Nc1ccccc1N1CCCCC1)c1ncoc1-c1cccc(F)c1
 : /, -13, 43, -26, 7, 0.8, 4, -66, 5
- COc1cc(OC)cc(-n2nnnc2SCC(=O)Nc2ccc(C(C)=O)cc2)c1
 : 1, -37, -10, -5, -7, -0.5, 16, -14, 2
- COC(=O)Cn1c2c(c3cc(C)ccc31)CCCC2NC(C)c1ccccc1 (configuration not stated)
 : /, 6, 18, -12, 17, 1.1, 8, -27, -4
- CCOC(=O)c1sc(NC(=S)NC(=O)c2ccco2)nc1C
 : 2, 2[fluorescence artefact?], 15, 10, -1, 34*, 7, 11, 8
- Cn1c(=O)n(CC(=O)NC2CCCCC2)c(=O)c2ccccc21
 : 0, -4, 10, -8, -24, 2.5, 13, 6, 5
- O=C(CN1C(=O)COc2ccccc21)N(Cc1ccc2c(c1)OCO2)CC1CCCO1 (configuration not stated)
 : 1, 15, 27&5, 5, -17, 0.2, 4&7, -17, -2

More results.
Values run as follows: NPY Y1 blocker, eIF4E 4G PPI, EP2 modulator, NPY1 pot ag, S1P4 antag, S1P4 agonist, PGE2 EP2 inh, NPY-Y2 PAM-ag, p97 inhibitor
- Cc1ccc(NC(=O)c2c3c(nc4ccccc24)CCC3)cc1S(=O)(=O)N(C)C
 : 5, 22, -8, -1, -14, 1.2, -1, -12, 3
- Cc1nc(-c2ccc(C#N)cc2)cs1
 : /, 2, -19, 1, 0, 1.5, 13, 2, -1
- COc1ccc(C2=NO[C@@H]3C(=O)N(Cc4ccccc4)C(=O)[C@H]23)cc1OC
 : 3, -10, -1, -4, 5, -3.2, 4, 1, 0
- CCN(CCO)Cc1cc(=O)oc2cc3c(cc12)CCC3
 : -3, 2, 19, 15, -6, 0.3, 4, 6, -1
- Cc1ccccc1-c1nc(CN2CCCC(C(=O)NCCCN3CCOCC3)C2)c(C)o1 (configuration not stated)
 : 18, 1[fluorescence artefact?], 12, -19, -1, 1.7, /, -23, -1
- Cc1cc(C)cc(N(CC(=O)NCc2cccnc2)S(C)(=O)=O)c1
 : -3, 7, -6, -5, -7, 1.9, 4, 19, 5
- O=C(Nc1ccc(F)cc1)N1CCN(C/C=C/c2ccccc2)CC1
 : -6, 2[fluorescence artefact?], -92, 5, -11, 1.6, 11, -2, -2
- Cc1ccc(-c2ccnc(=S)[nH]2)cc1
 : 5, 1[fluorescence artefact?], -29, -12, -11, 0.6, 5, -21, 0
- Cc1cc(N2CCOCC2)ncc1[N+](=O)[O-]
 : 4, 12, 5, 12, -3, 3.4, 4, 1, 4
- C=C(C)C(=O)Nc1ccc(NC(C)C)cc1
 : /, -9, -6, -6, -28, 1.8, 7, -12, 2
- O=C(O)/C(=C\c1cn(-c2ccccc2)nc1-c1cccnc1)NC(=O)c1ccccc1
 : /, -5, 10, 12, -6, 0.9, 11, 13, 6
- COc1cc(/C=C2/C(=N)N3C=CSC3=NC2=O)ccc1OCCOc1ccc(NC(C)=O)cc1
 : -3, 5, -31, 0, 8, 0.5, 3, -7, 1
- COc1cccc(OCCCn2cc(/C=C3/C(=N)N4C=C(C)SC4=NC3=O)c3ccccc32)c1
 : 2, -2, -6, 17, -16, -0.2, 5, 15, -1
- O=C(NCc1cccs1)C1CCCN(c2nc3ccccc3o2)C1 (configuration not stated)
 : -1, -6[fluorescence artefact?], -20, 15, -1, -0.1, 5, 16, 2
- O=C(O)CN(Cc1ccccc1)S(=O)(=O)c1ccc(F)cc1
 : 7, 0, 17, 9, 8, 0.0, 4, -9, 5
- C/C(=N\OCc1nc2ccccc2c(=O)n1/N=C/c1cc([N+](=O)[O-])ccc1O)c1ccccc1
 : /, 1, -6, 19, 17, -1.6, 13, 16, 14
- Cc1ccc(-c2nc3sc4c(c3c(=O)n2N)CC(C)(C)OC4)cc1
 : 4, 1, -6, 11, 5, -1.1, 6, 10, 1
- CCOC(=O)c1sc2nc(CC(=O)OC)nc(NCc3ccc(F)cc3)c2c1C
 : 7, 1, 27, -8, -26, 1.7, 9, -18, -1
- CCCCc1nc2n[nH]c(N)c2c2c1CCCC2
 : 6, -8, -5, 0, 7, -1.2, 11, 7, -6
- Cc1ccc(-c2csc(CC(N)=O)n2)cc1
 : 4, 1, -45&-11, 8, -19, 3.6, 11&4, -16, 0
- CC(C)(C)NCCCCOc1ccc(F)cc1
 : 4, -6, -8, 12, -9, -0.2, 2, -10, 1
- CC(=O)Nc1ccccc1C(=O)N1CCc2ccccc21
 : 0, -2, -6, -8, -7, 0.4, 13, 1, -3
- COc1cc(Cl)ccc1NC(=O)COc1ccccc1C(=O)NN
 : -3, 2, -11, -8, -15, 0.3, 9, 2, 1
- Cc1c(-n2c(SCC(=O)NC(C)C(C)C)nc3ccccc3c2=O)c(=O)n(-c2ccccc2)n1C (configuration not stated)
 : -4, 2, -30, 4, -6, -1.1, 6, 1, 6
- CCOC(=O)CSc1snnc1C
 : 1, /, /, -17, -12, 0.1, 6, 4, 2
- C=CCn1c(SCC)nc(O)cc1=O
 : 19, -7, 7, -7, 9, 0.2, 3, -4, 3
- CCOc1ccc(-c2nc(S(=O)(=O)c3ccccc3)c(N3CCOCC3)o2)cc1
 : 4, 1, 8, 8, -10, -1.2, 11, 3, 5
- CCOc1ccc(NC(=O)Cn2nnc(-c3ccccc3NC(=O)CC)n2)cc1
 : -4, -10, -24, -12, -7, -1.5, 8, 5, 1
- COc1ccc(OCCC(=O)OCC(=O)NCc2ccccc2)cc1
 : 9, 1, 8, -40, -1, -1.6, 4, -12, 2
- Cc1nc(NC(=O)c2cc3c(s2)CCCCC3)sc1C(=O)N(C)C
 : -4, -2[fluorescence artefact?], 11, -16, -58, -0.1, 7, -5, -3
- CC(C)C(c1nnnn1CCc1ccccc1)N1CCSCC1 (configuration not stated)
 : 0, -4, 17, 11, -9, 1.1, 4, 4, 2
- O=C(c1ccc(S(=O)(=O)N2CCOCC2)cc1)N1CCN(c2ccccc2)CC1
 : 0, -5, 0, 7, -18, -0.3, 4, 5, 1
- COCCNCCCCOc1ccc(C)cc1[N+](=O)[O-]
 : 5, 0, 20, -16, -1, 1.5, 7, 6, 2
- O=C(OCc1cncs1)c1ccccc1
 : -4, -1, 18, -21, -7, -0.4, 6, -6, -1
- COc1cccc(N2CCN(Cc3ccsc3)CC2)c1
 : 7, -1, -10, -15, 11, -1.8, /, -13, 4
- CC(=O)NCc1cc(-c2ccc(Cl)cc2)no1
 : 1, 3, 16, 1, -13, 0.6, 3, 0, 1
- O=C(Nc1ccc(N2CCN(C(=O)c3ccc(Cl)cc3)CC2)cc1)c1ccc([N+](=O)[O-])o1
 : -5, -6, -50, -10, 14, -1.2, 121*, 8, 1

This is a subset; count on the stated rates, not on these rows.
